Assay outcomes as filed in PubChem BioAssay.
TAAR1 agonist: human TAAR1 agonism. 0.99% of 360,000 active. CHO RD-HGA16 TAAR1, Fluo-8 calcium fluorescence; vehicle wells 0%, saturating PEA agonist 100%. AID 624467. activation, % at 3 µM. Q96RJ0;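 active means activation above the mean activation of all test compounds in the run plus 3 SD, cut at about 38% in these data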
Target sequence (Q96RJ0 whole entry, looked up): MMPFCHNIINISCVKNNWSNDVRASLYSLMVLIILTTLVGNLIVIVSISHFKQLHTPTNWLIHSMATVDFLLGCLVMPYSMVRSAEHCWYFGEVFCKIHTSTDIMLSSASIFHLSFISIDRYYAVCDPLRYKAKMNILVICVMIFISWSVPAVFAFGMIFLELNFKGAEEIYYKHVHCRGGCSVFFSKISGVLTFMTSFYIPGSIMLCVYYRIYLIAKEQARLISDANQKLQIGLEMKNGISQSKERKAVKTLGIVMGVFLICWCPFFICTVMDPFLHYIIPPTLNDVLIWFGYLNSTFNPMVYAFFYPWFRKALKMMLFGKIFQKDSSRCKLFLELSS
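Assay system – CHO-derived RD-HGA16 cells with stable Gα16 and human TAAR1 · Compound dosing – one-point dosing at 3 µM (nominal) · Incubation – 17-24 h seeding, 75 min 37 °C dye, 30 min RT · Measured by – kinetic Fluo-8 calcium fluorescence · Control set – DMSO vehicle as 0%, PEA at EC100 as 100% · Repeats – single well for each compound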
CHRM1 antagonist: blocks human M1 muscarinic receptor. P11229. CHO-K1 hM1, Fluo-8 calcium fluorescence, ACh EC80 antagonist. inhibition, % at 3 µM. 1.3% of 360,000 active;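 active means percent inhibition above its own plate's cutoff, namely the mean of that plate's compound wells plus 3 SD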;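 further: peak over basal fluorescence ratio during 140 s after agonist addition; 0% = ACh EC80 plus DMSO and 100% = DMSO alone without agonist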
Target sequence (P11229 whole entry, looked up): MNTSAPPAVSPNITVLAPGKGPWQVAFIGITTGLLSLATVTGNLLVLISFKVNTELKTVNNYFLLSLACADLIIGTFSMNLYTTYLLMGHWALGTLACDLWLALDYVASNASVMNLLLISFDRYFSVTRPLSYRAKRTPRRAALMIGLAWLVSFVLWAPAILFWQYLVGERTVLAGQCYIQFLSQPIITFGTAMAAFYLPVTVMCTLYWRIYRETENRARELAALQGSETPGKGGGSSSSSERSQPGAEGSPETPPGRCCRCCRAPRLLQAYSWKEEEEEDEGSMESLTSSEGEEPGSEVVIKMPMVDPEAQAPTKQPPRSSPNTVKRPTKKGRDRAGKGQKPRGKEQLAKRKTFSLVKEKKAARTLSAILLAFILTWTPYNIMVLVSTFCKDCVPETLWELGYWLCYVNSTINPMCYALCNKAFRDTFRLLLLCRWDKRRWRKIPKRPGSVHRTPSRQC
CHO-K1 Ca ag: M1 agonist counterscreen hit in parental CHO-K1 cells; Fluo-8 calcium fluorescence; scaled to maximal ATP response, vehicle zero; activation, % at 3 µM; 0.48% of 360,000 active; AID 602248; in the data active means activation above about 15%;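 further: untransfected CHO-K1 host cells lacking M1 receptor as counterscreen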
CHO parental Ca: counter-screen: ATP calcium response change in parental CHO cells; parental CHO-K1, ATP-induced calcium, Fluo-8 fluorescence; inhibition, % at 5.6 µM; 0.63% of 330,000 active;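 active means inhibition above that plate's mean sample inhibition plus 3 SD, cut at about 26% in these data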;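 further: 0% = ATP-challenged DMSO wells and 100% = DMSO wells without ATP; some compounds past the cut are filed as inactive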
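Material: Parental CHO cells | Reagent: ATP | Compound dosing: Single nominal dose of 5.6 µM per compound | Detection: Intracellular calcium via Fluo-8 no-wash fluorescent dye | Read-out: % inhibition of ATP-induced calcium mobilization | Benchmarks: Low control ATP plus DMSO, high control DMSO only | Replicates: Singlicate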
OXTR potentiate: potentiates the human oxytocin receptor response | P30559 | CHO-OTR cells, Fluo-8 calcium fluorescence, potentiator mode; 0% = oxytocin EC15, 100% = EC100 | activation, % at 3 µM | 0.061% of 320,000 active | AID 2445;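 active means activation above that plate's cutoff, the mean activation of tested compounds plus 3 SD, cut at about 6.6% in these data, passing the limit was not always enough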;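 further: 100% uses oxytocin at 75 nM as the full agonist control; some results filed as inactive read as strong as hits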
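Dosing: Single dose, 3.0 µM nominal final compound concentration | Material: Human OTR in CHO cells | Technique: Kinetic Fluo-8 calcium fluorescence | Benchmarks: EC15 oxytocin alone as 0%, 75 nM oxytocin as 100% | Probe or stimulus: Oxytocin at about EC15, sub-maximal agonist stimulus | Incubation: Compound 6 min at room temperature before oxytocin, 100 s read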
CHO-K1 Ca PAM: M1 PAM counterscreen hit in parental CHO-K1 cells; ATP EC20, Fluo-8 calcium fluorescence; 0% at ATP EC20, 100% at ATP max; activation, % at 3 µM; 0.02% of 360,000 active; AID 602247;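 active means activation above the run cutoff, the mean activation of all test compounds plus 3 SD, cut at about 40% in these data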;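 further: peak over basal fluorescence ratio in a 140 s read after ATP addition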
TAAR1 antagonist: antagonists of human TAAR1; 1.5% of 360,000 active; AID 624466; CHO RD-HGA16 TAAR1, Fluo-8 calcium fluorescence, antagonist; inhibition, % at 3 µM;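 active means inhibition above a per-plate cutoff, the mean inhibition of test compounds on that plate plus 3 SD, cut at about 49% in these data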;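 further: 0% = DMSO plus EC80 beta-PEA response and 100% = DMSO alone without agonist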
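Material: CHO RD-HGA16 cells bearing hTAAR1; compound dosing: one-point dosing, 3 µM nominal final; schedule: dye loading 75 min at 37 °C, then 30 min room temperature; measured by: calcium fluorescence with Fluo-8; control set: vehicle and agonist controls; replication: n of 1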
CHO-K1 Ca antag: nonselective inhibitor or artifact in parental CHO-K1 cells; ATP-induced calcium, Fluo-8 fluorescence; inhibition, % at 3 µM; 0.6% of 360,000 active; AID 602250;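 active means inhibition above a per-plate cutoff, the plate's mean sample inhibition plus 3 SD, cut at about 24% in these data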;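 further: 0% = DMSO plus EC80 ATP and 100% = DMSO alone without ATP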
CHRM1 agonist: agonists of human M1 muscarinic receptor; P11229; CHO-K1 hM1, Fluo-8 calcium fluorescence, agonist mode; 0% DMSO, 100% acetylcholine EC100; activation, % at 3 µM; 0.33% of 360,000 active;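 active means activation above the run's mean compound activation plus 3 SD, cut at about 16% in these data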;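 further: peak over basal fluorescence ratio within a 140 s kinetic read after compound addition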
An asterisk follows results filed as active; · = not tested or not shown.

SMILES	TAAR1 agonist	CHRM1 antagonist	CHO-K1 Ca ag	CHO parental Ca	OXTR potentiate	CHO-K1 Ca PAM	TAAR1 antagonist	CHO-K1 Ca antag	CHRM1 agonist
COc1ccc(C(=O)Nc2ccccc2C(=O)N/N=C/c2ccncc2)cc1OC	15	1	3.5	-4	-9	-2	19	1	-2
Cc1ccc(C2(CC(=O)N3CCCC3)CCOC(C(C)C)C2)cc1 (stereo not given)	10	0	0.3	-13	1	6	-4	-3	-6
Cc1ccc(NC(=O)NCc2cccnc2)cc1C	3	10	0.5	5	-8	-4	-1	-5	0
O=C(NNC(=O)c1ccc2ncccc2c1)c1ccc(Cl)cc1	1	1	0.2	-17	-17	-8	-8	-1	-2
Fc1cccc(CSc2ccc3nnc(-c4ccccn4)n3n2)c1	0	-8	2.7	-22	-12	9	-11	-14	6
O=C(CCc1nnc2ccc(N3CCOCC3)nn12)Nc1ccc(F)cc1F	1	-14	0.5	-6	-5	-3	-8	-12	-1
O=C(Nc1ccccc1Br)C1CCC(=O)N1Cc1ccccc1Cl (stereo not given)	1	-4	0.1	-13	-6	0	17	8	-4
Cc1cc(C)c(C)c(S(=O)(=O)N2CCN(c3ncnc4ccccc34)CC2)c1C	3	1	0.3	-10	-7	-6	19	-12	1
O=C(NC1CC2CCCC(C1)N2Cc1cccs1)N1CCOCC1 (stereo not given)	2	-4	0.5	-8	-10	18	-8	-17	-4
COc1ccccc1C(=O)N/C(=C/c1cccc([N+](=O)[O-])c1)C(=O)Nc1cccc(C(=O)O)c1	4	-8	0.2	-14	-5	14	-13	2	-8
COc1cc(SC)ccc1C(=O)Nc1cc(C)c(OCC(=O)N2CCOCC2)c(C)c1	10	9	2.5	-9	-12	-7	32	6	-2
COc1cc(C(=O)Nc2ccc(C)cn2)ccc1OCC(=O)N1CCOCC1	3	-9	2.1	-15	2	17	-15	-7	-1
Nc1ccc(S(=O)(=O)Nc2nc(-c3ccccc3)cc(-c3ccccc3)n2)cc1	3	-13	7.2	-6	-10	14	-2	-10	-2
CC(C)NC(=O)c1cccc(NC(=O)CC2SC(N3CCCCC3)=NC2=O)c1 (stereo not given)	2	-11	0.0	·	·	-9	-20	-4	2
O=C(/C=C/c1ccco1)c1cccnc1	8	-4	3.5	-14	-14	11	-24	16	-1
CCOC(=O)c1sc2ccccc2c1OC(=O)c1ccc(C)cc1	·	8	0.0	-26	-6	-9	·	13	-1
Cc1ccc(C(=O)COC(=O)CNC(=O)COc2ccccc2C)cc1C	5	-4	0.3	-8	-3	13	16	-12	-6
COc1cccc(NC(=O)CN(C)C(=O)CN2C(=O)NC(C)(c3ccc4ccccc4c3)C2=O)c1 (stereo not given)	8	-2	1.1	-4	-9	24	3	-6	-1
Cc1ccc(S(=O)(=O)NCC2CCCO2)cc1 (stereo not given)	1	-6	0.2	-10	-11	22	-25	-8	1
NS(=O)(=O)OCCCc1ccc(C(F)(F)F)cc1	1	-3	-0.5	-1	-3	4	-14	-15	-1
O=c1c2ccccc2nc(SCc2cc(F)cc3c2OCOC3)n1Cc1ccco1	2	-15	0.2	-12	8	16	20	-23	-1
Cc1nc(SCC(=O)Nc2c(C)n(C)n(-c3ccccc3)c2=O)nc(C)c1C	-1	-5	0.1	6	-14	-9	0	20	-3
Cc1ccc2c(c1)N(CCC(=O)NCC1CCCO1)C(=O)CO2 (stereo not given)	8	-4	0.3	1	-10	16	1	2	-4
COc1ccccc1N=NC1=C(O)CC(C)(C)CC1=O	2	-10	1.3	-8	-3	10	-3	-3	-4
CC(C)(C)OC(=O)N1CCCC(C(=O)Nc2cccc(C(=O)NCCCCc3ccccc3)c2)C1 (stereo not given)	12	27*	9.6	·	·	-6	56*	5	3

Following part
SMILES	TAAR1 agonist	CHRM1 antagonist	CHO-K1 Ca ag	CHO parental Ca	OXTR potentiate	CHO-K1 Ca PAM	TAAR1 antagonist	CHO-K1 Ca antag	CHRM1 agonist
CCc1cccc(NC(=O)CSCc2cc(=O)[nH][nH]2)c1	-3	7	0.1	2	-8	5	105*	-6	-3
CCOC(=O)c1cc(-c2ccccc2)n(CC(=O)Nc2ccc(OC)cc2)c1C	1	8	2.8	-15	-4	30	-5	-7	-5
Cc1ccc(OCCNC(=O)CCc2ccccc2)cc1C	-2	7	5.6	-1	-16	17	-16	-7	-4
C[C@H](CO)N1C[C@H](C)[C@@H](CN(C)S(=O)(=O)c2cccs2)Oc2c(NS(=O)(=O)c3ccc(F)cc3)cccc2C1=O	4	-3	1.7	-21	1	6	18	-3	-5
COc1ccc([C@@H]2[C@@H]3C(=O)N(C(C)(C)C)C(=O)[C@@H]3[C@]3(Cc4ccc(Cl)cc4)C(=O)N(c4ccc(C)cc4)C(=O)N23)cc1	0	-12	0.4	-33	-5	23	-16	-17	0
COC(=O)c1ccccc1NC1CC(=O)N(c2c(C)cccc2C)C1=O (stereo not given)	9	8	1.0	-10	-6	14	13	-2	0
CS(=O)(=O)N(CC(=O)N1CCc2ccccc2C1)c1ccc(Br)cc1	2	-24	0.9	-5	-11	10	-14	-9	-1
CCCOc1ccc(S(=O)(=O)N2CCN(C)CC2)c2ccccc12	6	-1	0.2	-14	-12	10	-2	-15	-6
COC(=O)CSc1ncc(S(=O)(=O)c2ccccc2)c(=O)[nH]1	7	3	0.8	-11	-7	13	-17	-10	-3
O=C(N/C(=C/c1ccc([N+](=O)[O-])cc1)C(=O)N1CCCC1)c1ccccc1	4	-3	1.5	-21	-9	14	0	-13	1
COc1ccc(C(=O)OCCc2ccc(O)cc2)cc1	8	-3	1.0	-5	-14	21	12	-7	-6
C=C(C)CN(CC)c1nc(N)c2c(N)nc3c(c2c1C#N)CC(=O)N3C12CC3CC(CC(C3)C1)C2	0	-4	0.7	-21	-15	-2	19	0	-2
COc1ccc(C(CNC(=O)C(CCSC)NC(=O)c2ccccc2OC)N2CCCCC2)cc1 (stereo not given)	-1	-13	-0.1	-30	-6	20	-31	-10	-7
NC(=O)C1CCN(c2oc(-c3ccc(F)cc3)nc2S(=O)(=O)c2ccccc2)CC1	2	0	0.4	-17	-1	10	-9	-20	-3
Cc1ccccc1OCC(=O)Nc1nc(-c2ccncc2)cs1	34	14	7.5	-17	-10	-14	44	-9	0
Cc1ccc(NC(=O)c2cn(CCC#N)nc2-c2cccs2)c([N+](=O)[O-])c1	4	-4	1.2	-20	-5	7	1	-4	-7
CC1=CCC(C(=O)O)(C(=O)N/N=C/c2cccnc2)C(c2ccccc2)C1 (stereo not given)	4	1	0.0	-16	-13	-15	1	8	-5
Cc1ccccc1Oc1nc(-c2ccccn2)nc2ccccc12	-4	10	2.4	-15	1	7	3	0	-3
CCOC(=O)C1(Cc2cccc(Cl)c2)CCCN(C2CCN(C(C)=O)CC2)C1 (stereo not given)	-1	-12	1.5	-12	-6	12	-16	-7	-7
CCCc1cc(=O)n2[nH]c(-c3ccco3)nc2n1	8	-4	-0.1	1	-1	18	-2	-9	-4
Cc1[nH]c2c(ccc3ccccc32)c1C1C(CCN)C1(C)C (stereo not given)	15	14	0.1	5	-3	0	1	11	-3
CCC(=O)Nc1cc(-c2nn3c(C)nnc3s2)ccc1C	1	-4	0.8	16	-15	23	11	-15	-4
O=[N+]([O-])c1ccc2cn(C3OC(CO)C(O)C3O)nc2c1 (stereo not given)	11	-13	0.0	·	·	20	-21	-9	-1
CN(C)C1(CNC(=O)CC(NC(=O)c2ccccc2Cl)c2ccccc2)CCCCC1 (stereo not given)	0	-24	1.3	-17	-4	4	-3	-14	-11
CC(C)(C)NC(=O)CN(C(=O)CN1C(=O)C(=O)c2ccccc21)C(C)(C)C	2	8	-0.3	-19	-5	-14	-9	12	-1

In the list so far, these have bromine.
SMILES	TAAR1 agonist	CHRM1 antagonist	CHO-K1 Ca ag	CHO parental Ca	OXTR potentiate	CHO-K1 Ca PAM	TAAR1 antagonist	CHO-K1 Ca antag	CHRM1 agonist
O=C(Nc1ccccc1Br)C1CCC(=O)N1Cc1ccccc1Cl (stereo not given)	1	-4	0.1	-13	-6	0	17	8	-4
CS(=O)(=O)N(CC(=O)N1CCc2ccccc2C1)c1ccc(Br)cc1	2	-24	0.9	-5	-11	10	-14	-9	-1

(further entries)
SMILES	TAAR1 agonist	CHRM1 antagonist	CHO-K1 Ca ag	CHO parental Ca	OXTR potentiate	CHO-K1 Ca PAM	TAAR1 antagonist	CHO-K1 Ca antag	CHRM1 agonist
CCCC(=O)N1CCCC1(C)C(=O)Nc1ccc2c(c1)CCN2C(C)=O (stereo not given)	5	-10	-0.5	·	·	-21	-24	12	-2
Cc1[nH]nc2c1C1(C(=O)N(Cc3ccc(Cl)cc3)c3ccccc31)C(C#N)=C(N)O2 (stereo not given)	3	-28	-0.7	0	-2	6	-17	-8	-1
CCN1CCc2nc(SCC(=O)Nc3ccc(OC)cc3)c(C#N)cc2C1	5	14	0.4	-23	-9	16	-5	-5	0
O=C(CCN1C(=O)c2ccccc2C1=O)NCc1cccc(Cl)c1	4	8	0.2	-16	-4	-6	-14	-9	-8
COc1cccc(NC(=O)Cn2c(=O)n(-c3ccccc3)c(=O)c3sccc32)c1	-2	-17	0.2	-16	-7	23	-41	-8	-1
COCCn1c(SCC(=O)Nc2ccc3c(c2)OCCO3)nc2c(c1=O)SC(C)C2 (stereo not given)	2	-1	-0.4	-13	-1	-10	0	10	2
CCn1c(CCC(=O)O)nc2cc(S(=O)(=O)N3CCOCC3)ccc21	3	-12	0.4	-12	-2	21	-6	-7	2
CCCCn1c(=O)n(C)c(=O)c2c(C(F)(F)F)cc(-c3ccncc3)nc21	6	-1	-0.1	-4	-4	5	-2	-5	-1
Cc1ccc(S(=O)(=O)n2c(N)nc3cc(C)c(C)cc32)cc1	11	20*	-0.4	·	·	-4	-6	-3	-11
O=c1cc(O)c2ccccc2n1Cc1ccccc1	-1	-8	0.3	0	-4	3	-30	-17	0
O=C(CSc1nc2ncc(Cl)cc2[nH]1)N1CCOCC1	1	-6	0.2	-9	-1	8	-19	-8	-1
O=c1onc(-c2ccccc2)c2ccccc12	-1	-19	0.3	-13	-8	-6	-29	0	-3
Cc1ccc(C(C)C)c(OCCCCN2CCNCC2)c1	14	-7	1.9	-5	-8	25	-10	-15	-8
CCc1noc(C)c1C(=O)OCC(=O)Nc1nc(-c2ccc(F)c(F)c2)cs1	13	42*	5.1	36*	-10	4	69*	-11	-2
